SMARCA2 activ – SMARCA2 (BRM) function activators, primary screen, cell-based, luminescence, high throughput; MG213 cells, MMTV-luciferase reporter, dexamethasone, overnight; activation, % at 9.1 µM; actives 1% (n = 370,000); AID 652017, 2013; in the data active = activation above about 7.8%;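 note: 0% = vehicle wells and 100% = reference activator wells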
DAX1 inh-1 – DAX1 (NR0B1) inhibitors, primary screen, cell-based, HEK293, Gal4-DAX1, luciferase luminescence; inhibition, % at 6.75 µM; HEK293 Gal4-DAX1 luciferase reporter; AID 504766, 2011; actives 0.99% (n = 340,000); Nuclear receptor subfamily 0 group B member 1 (Homo sapiens), P51843;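 active = inhibition above the mean over all tested compounds plus 3 SD, cut at about 4.2% in these data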;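 note: 0% = DAX1-transfected cells with DMSO and 100% = empty-vector control cells with DMSO; inhibition shows as a rise in luminescence from relieved DAX1 repression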
ssDAF-12 act – S. stercoralis DAF-12 nuclear receptor activators, primary screen, cell-based, luminescence, HEK293, GRIP1 co-expression, lit1-tk-luc. Nuclear hormone receptor DAF-12 (Strongyloides stercoralis). HEK293 ssDAF-12/GRIP1 lit1-tk-luc reporter; % of 3 µM dafachronic acid response. activation, % at 6.8 µM. actives 1% (n = 370,000). AID 652126, 2013;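 active = activation above the mean over all tested compounds plus 3 SD, cut at about 0.9% in these data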;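 note: 0% = DMSO-only wells and 100% = 3 µM delta7-dafachronic acid wells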
Rev-erbA mod – modulators of Rev-erb alpha DNA binding, primary screen, biochemical, FITC-DNA, fluorescence polarization, uHTS. Nuclear receptor subfamily 1 group D member 1 (Homo sapiens), P20393. Rev-erbα–FITC-DNA binding, 90 min. activity, % at 10 µM. actives 0.79% (n = 370,000). AID 1259318, 2017;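 active = activity above about 14%, limit read from the data; passing the limit was not always enough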;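 note: 0% = DMSO wells with 35 nM protein and 100% = DMSO wells with 750 nM protein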
Target sequence (P20393 whole entry, looked up): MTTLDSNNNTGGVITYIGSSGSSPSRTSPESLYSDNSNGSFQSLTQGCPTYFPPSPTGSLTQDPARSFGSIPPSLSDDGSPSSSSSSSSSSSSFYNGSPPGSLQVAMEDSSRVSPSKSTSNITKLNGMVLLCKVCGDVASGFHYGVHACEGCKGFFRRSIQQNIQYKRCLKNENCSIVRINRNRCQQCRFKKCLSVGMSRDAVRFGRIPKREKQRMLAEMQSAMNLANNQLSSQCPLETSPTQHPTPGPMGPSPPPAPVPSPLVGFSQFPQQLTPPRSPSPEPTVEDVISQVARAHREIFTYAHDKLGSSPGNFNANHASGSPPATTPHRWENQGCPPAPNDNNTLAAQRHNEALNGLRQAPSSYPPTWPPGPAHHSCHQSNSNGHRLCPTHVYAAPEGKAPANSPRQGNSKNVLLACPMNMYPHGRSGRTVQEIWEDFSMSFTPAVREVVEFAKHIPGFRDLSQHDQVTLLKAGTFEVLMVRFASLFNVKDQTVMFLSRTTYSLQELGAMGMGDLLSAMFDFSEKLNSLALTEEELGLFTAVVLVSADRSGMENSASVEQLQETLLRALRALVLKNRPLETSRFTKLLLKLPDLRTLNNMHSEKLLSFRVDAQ
HGIII-sPLA2 inh – human group III sPLA2 inhibitors, primary screen, biochemical, QFRET, BODIPY PC-A2 liposome substrate; QFRET BODIPY PC-A2 liposome hydrolysis, fluorescence; Group 3 secretory phospholipase A2 (Homo sapiens), Q9NZ20; inhibition, % at 12.2 µM; AID 743126, 2013; actives 0.56% (n = 370,000);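 active = inhibition above mean plus 3 SD of compounds lying within the high and low control bounds, cut at about 19% in these data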;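 note: 0% = median of test compound wells and 100% = no enzyme DMSO wells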
Target sequence (Q9NZ20 whole entry, looked up): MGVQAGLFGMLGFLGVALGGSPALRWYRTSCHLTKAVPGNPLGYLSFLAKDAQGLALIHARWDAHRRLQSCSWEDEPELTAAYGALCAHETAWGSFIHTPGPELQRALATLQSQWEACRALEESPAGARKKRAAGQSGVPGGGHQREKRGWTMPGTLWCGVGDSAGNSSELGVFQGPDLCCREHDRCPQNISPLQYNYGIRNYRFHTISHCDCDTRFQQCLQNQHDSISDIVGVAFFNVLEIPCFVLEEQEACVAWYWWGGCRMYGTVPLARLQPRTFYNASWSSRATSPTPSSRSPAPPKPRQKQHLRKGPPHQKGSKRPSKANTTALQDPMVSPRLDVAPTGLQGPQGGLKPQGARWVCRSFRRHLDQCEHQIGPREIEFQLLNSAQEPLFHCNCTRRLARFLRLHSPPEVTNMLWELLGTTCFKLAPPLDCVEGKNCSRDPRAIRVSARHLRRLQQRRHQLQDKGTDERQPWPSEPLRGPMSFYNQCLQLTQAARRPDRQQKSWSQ
hcDAF-12 act – H. contortus DAF-12 nuclear receptor activators, primary screen, cell-based, luminescence, HEK293, lit1-tk-luc reporter | activation, % at 6.8 µM | HEK293 hcDAF-12 lit1-tk-luc reporter; 0% DMSO, 100% Δ7-dafachronic acid | actives 1.4% (n = 370,000) | AID 652067, 2013;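 active = activation above the mean of all tested compounds plus 3 SD, cut at about 5.5% in these data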;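 note: 100% = response to 3 µM Δ7-dafachronic acid high control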
PG9 binder – binders of HIV-1 gp120 antibody PG9, primary screen, biochemical, TR-FRET. HIV-1 gp120 / PG9 antibody interaction. TR-FRET gp120-PG9 antibody binding. inhibition, % at 6.7 µM. actives 0.43% (n = 360,000); in the data active = inhibition above about 8.5%
FXN GAA850 act – FXN promoter activators, primary screen, cell-based, luciferase luminescence, HEK293 lucGAA850; AID 540364, 2011; activation, % at 6 µM; HEK293 lucGAA850 FXN promoter luciferase reporter, 24 h; percent of 10 µM SAHA response; actives 0.56% (n = 360,000);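 active = activation above the average of all compounds screened plus 3 SD, cutoff fixed separately per campaign, cut at about 7.5% in these data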;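 note: 0% = DMSO wells and 100% = 10 µM SAHA wells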
DAX1 inh-2 – DAX1 (NR0B1) inhibitors on StAR promoter, primary screen, cell-based, luminescence, SF-1 (NR5A1), full-length DAX-1; HEK293T StAR-luciferase reporter, SF-1/DAX-1 repression relief; inhibition, % at 6.8 µM; actives 1.1% (n = 370,000); AID 652010, 2013;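 active = inhibition above the mean over all tested compounds plus 3 SD, cut at about 3.6% in these data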;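 note: 0% = DAX-1 cells with DMSO and 100% = cells lacking DAX-1 with DMSO; higher inhibition means more luminescence from relief of DAX-1 repression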
PLCb3 inh – human PLC-beta3 inhibitors, primary screen, biochemical, fluorescence | actives 0.18% (n = 370,000) | inhibition, % at 12.2 µM | AID 720704, 2013 | 1-phosphatidylinositol 4,5-bisphosphate phosphodiesterase beta-3 (Homo sapiens), Q01970 | Purified PLC-beta3, fluorogenic substrate; in the data active = inhibition above about 11%;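 note: 0% = median of compound wells on plate and 100% = full blocker control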
hgDAF12 agonist – H. glycines DAF-12 receptor agonists, primary screen, cell-based, luminescence, HEK293, GAL4 fusion, UAS-luciferase; actives 1.8% (n = 370,000); activation, % at 6.8 µM; HEK293 GAL4-hgDAF12 UAS-luciferase reporter, agonist luminescence; normalized to butyrate control;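 active = activation above a cutoff set at the mean of all screened compounds plus 3 SD, cut at about 10% in these data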;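 note: 0% = DMSO wells and 100% = sodium butyrate wells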
* = called active by the depositor; . = not tested or not shown. This is a random part of the collection. About 7% of those tested had a hit in this group.

[1] CCOCCCN1C(=O)CN(C2CCC(C)CC2)C(=O)C1c1ccc(C)cc1 (centres undefined)
[2] CNC(=S)NNC(=O)c1cccc(C(F)(F)F)c1
[3] CCOC(=O)c1sc2nc(C)nc(SCC(=O)N(CC)C3CCS(=O)(=O)C3)c2c1C (centres undefined)
[4] CN(CC(=O)N1CCN(Cc2ccccc2)CC1)C(=O)Cc1ccc(Cl)c(Cl)c1
[5] COc1cc(/C=C(\C#N)C(=O)NCc2ccccc2)ccc1OCc1ccc(C(=O)O)cc1
[6] O=C(NCc1ccc(F)cc1)Nc1ccc(Cl)cc1
[7] CC(C)(C)c1cc(C(C)(C)C)n(-c2ccccc2)n1
[8] Cc1nn(C)cc1/C=N/NC(=O)C1(O)c2ccccc2-c2ccccc21

Assay by compound,1,2,3,4,5,6,7,8
SMARCA2 activ,-1.0,1.8,0.3,-4.5,-1.5,1.8,-1.8,-2.6
DAX1 inh-1,0.0,-0.9,-0.6,-0.6,2.7,0.9,-0.2,0.0
ssDAF-12 act,-0.9,-1.7,-0.8,-0.5,-1.7,-1.8,-0.3,-1.1
Rev-erbA mod,5.3,1.1,-3.7,-3.0,1.5,-1.1,3.1,5.0
HGIII-sPLA2 inh,11.4,6.0,-2.0,8.4,-11.3,1.0,7.8,11.3
hcDAF-12 act,0.6,-0.5,-0.6,-1.4,-0.1,-0.1,-1.4,-1.5
PG9 binder,-0.9,-1.5,-0.3,1.8,-1.0,0.1,2.2,0.3
FXN GAA850 act,1.1,1.1,-0.1,-2.8,1.5,5.7,2.5,2.7
DAX1 inh-2,0.1,0.2,-0.2,-1.5,0.2,-0.2,-0.4,0.5
PLCb3 inh,0.3,0.3,1.4,-3.1,-9.1,-0.1,1.5,2.5
hgDAF12 agonist,2.0,-0.8,-4.0,-1.8,4.4,0.4,-2.7,1.0

[9] CCc1cccc(NC(=O)CCc2c(C)nn(-c3ccc(N4CCOCC4)nn3)c2C)c1
[10] COc1ccccc1NC(=O)COC(=O)Cc1cccs1
[11] CN1C(=O)C2(c3ccccc31)c1c(oc3ccccc3c1=O)C(=O)N2CCCO (centres undefined)
[12] CCCCn1c(N)c(N(CCC(C)C)C(=O)c2ccc([N+](=O)[O-])s2)c(=O)[nH]c1=O
[13] O=C(NC12CC3CC(CC(C3)C1)C2)N1CCN(c2nc(-c3ccccc3)cs2)CC1
[14] CCCCn1c2c(cc(C(=O)OC)c1=O)C(=O)CCC2
[15] COc1cccc(CNC(=O)C(CCSC)NS(=O)(=O)c2ccc3c(c2)oc(=O)n3C)c1 (centres undefined)
[16] CC(C)(C)OC(=O)N1CCC(C(=O)N2CCOCC2)CC1

Assay by compound,9,10,11,12,13,14,15,16
SMARCA2 activ,-1.8,-2.3,-2.6,-0.4,0.2,-5.4,-0.3,1.3
DAX1 inh-1,-0.1,0.7,0.1,0.1,-1.1,0.0,0.5,2.6
ssDAF-12 act,-0.9,-0.6,-0.8,-1.0,-0.5,-1.3,-0.4,-1.4
Rev-erbA mod,-2.8,7.9,2.2,0.5,-1.7,3.4,-7.2,-5.2
HGIII-sPLA2 inh,8.0,-10.6,21.2*,-8.9,6.9,11.1,-2.5,-1.3
hcDAF-12 act,2.4,-1.3,-0.6,-0.7,-0.9,-1.4,-1.7,-2.1
PG9 binder,2.5,-1.1,0.0,-1.0,-2.2,4.1,0.9,-1.6
FXN GAA850 act,3.8,2.0,0.3,0.4,-2.1,0.7,-0.9,-0.4
DAX1 inh-2,2.0,0.0,-0.5,-2.1,-0.2,-0.8,-0.6,-0.4
PLCb3 inh,-5.2,-0.1,-0.3,-7.6,-0.2,-51.0,6.5,-0.3
hgDAF12 agonist,0.7,0.2,0.1,-1.7,0.3,1.3,1.7,-0.1

Compound profiles, from the list above. Values in the order: SMARCA2 activ, DAX1 inh-1, ssDAF-12 act, Rev-erbA mod, HGIII-sPLA2 inh, hcDAF-12 act, PG9 binder, FXN GAA850 act, DAX1 inh-2, PLCb3 inh, hgDAF12 agonist
CC(C)(C)c1cc(C(C)(C)C)n(-c2ccccc2)n1 as listed: -1.8, -0.2, -0.3, 3.1, 7.8, -1.4, 2.2, 2.5, -0.4, 1.5, -2.7
CCCCn1c(N)c(N(CCC(C)C)C(=O)c2ccc([N+](=O)[O-])s2)c(=O)[nH]c1=O as listed: -0.4, 0.1, -1.0, 0.5, -8.9, -0.7, -1.0, 0.4, -2.1, -7.6, -1.7
CN(CC(=O)N1CCN(Cc2ccccc2)CC1)C(=O)Cc1ccc(Cl)c(Cl)c1 as listed: -4.5, -0.6, -0.5, -3.0, 8.4, -1.4, 1.8, -2.8, -1.5, -3.1, -1.8

Looked up above.
SMARCA2 activ result of entry 6 is entered as 1.8
DAX1 inh-1 result of entry 11 is entered as 0.1
HGIII-sPLA2 inh result of entry 1 is entered as 11.4

Additional results
[17] Cc1ccc(NC(=S)NNC(=O)CSc2nc3ccccc3c(=O)n2-c2ccc(Cl)cc2)cc1
[18] CCOC(=O)c1cn(CC(=O)Nc2ccc(CC)cc2)nn1
[19] CCOC(=O)[C@]12CCC=C1N(Cc1ccc3c(c1)OCO3)C(=O)[C@H](CC(=O)NCCc1ccccc1OC)C2
[20] CC12CCC(C(=O)N3CCCCC3)(CC1=O)C2(C)C (centres undefined)
[21] Cc1cc(C)nc(/N=C(\N)Nc2ccc(OCCC(C)C)cc2)n1
[22] Oc1ccc(/C=N/N2CCN(C3c4ccccc4-c4ccccc43)CC2)cc1O
[23] c1ccc(CSc2nnc(NC3CCCCC3)s2)cc1
[24] CCOC(=O)C1=CN(Cc2cccc(F)c2)S(=O)(=O)NC1c1ccccc1 (centres undefined)

Assay by compound,17,18,19,20,21,22,23,24
SMARCA2 activ,-1.5,-1.8,-2.6,-2.0,-3.1,-2.2,15.5*,-4.7
DAX1 inh-1,.,0.6,.,-0.4,-2.8,2.0,3.7,-0.1
ssDAF-12 act,-1.1,-1.0,-1.4,-1.0,-2.0,-1.2,-0.4,-1.0
Rev-erbA mod,-2.9,-2.0,6.7,5.8,-1.9,5.4,5.2,-0.4
HGIII-sPLA2 inh,29.1*,6.6,-8.8,0.2,17.2,2.9,5.1,-13.8
hcDAF-12 act,-1.1,-0.3,0.6,-0.7,-4.2,-1.8,1.4,-1.5
PG9 binder,.,0.7,0.2,-0.2,1.0,-3.4,-0.3,0.1
FXN GAA850 act,.,0.4,.,0.2,0.4,0.8,4.3,1.1
DAX1 inh-2,-1.3,-1.2,1.1,-0.4,-1.1,-0.1,3.2,1.1
PLCb3 inh,-2.0,2.6,-0.7,-2.4,-8.3,-11.3,5.8,1.5
hgDAF12 agonist,-1.0,0.4,-0.6,1.1,-5.8,-2.8,11.9*,-3.1

[25] COc1cc(OC)c2c(=O)cc(-c3cccnc3)oc2c1
[26] O=C(C1CCCN1S(=O)(=O)c1cccc2nsnc12)N1CCCCCC1 (centres undefined)
[27] O=C(NCc1cccc(F)c1)C1CCN(S(=O)(=O)Cc2ccccc2)CC1
[28] CCN(C(=O)COC(=O)c1cc([N+](=O)[O-])ccc1N1CCOCC1)c1ccccc1
[29] CC(C)NC(=O)C1CCN(Cc2cccc(Oc3ccccc3)c2)CC1
[30] COc1cccc(-c2ccc(SCC(=O)N3CCOCC3)nn2)c1
[31] O=C(Nc1sc2c(c1C(=O)O)CCCCC2)c1ccco1
[32] COc1cc(/C=N/NC(N)=S)ccc1OC(=O)c1ccc(C)cc1

Assay by compound,25,26,27,28,29,30,31,32
SMARCA2 activ,-0.2,-2.5,-0.2,-3.8,-0.8,-0.8,2.3,-3.0
DAX1 inh-1,-0.8,0.5,-1.7,0.0,-0.2,0.1,-0.1,1.6
ssDAF-12 act,-1.7,-1.3,-1.0,-0.8,-1.2,-1.3,0.2,-0.7
Rev-erbA mod,2.8,-2.5,-0.5,5.2,12.2,0.4,-6.5,0.5
HGIII-sPLA2 inh,-4.9,0.3,-2.7,4.9,-4.5,2.3,2.4,-0.3
hcDAF-12 act,0.6,-1.1,-2.1,-1.6,-1.4,0.6,5.1,-0.6
PG9 binder,-0.7,-1.2,-2.4,3.0,-2.1,0.9,-0.8,-1.9
FXN GAA850 act,1.9,3.2,1.3,0.6,0.2,0.8,4.3,-1.4
DAX1 inh-2,-0.1,0.3,0.4,-2.7,0.8,0.2,2.8,-0.7
PLCb3 inh,-189.2,-8.0,2.9,-7.0,-1.7,-2.6,-153.9,1.2
hgDAF12 agonist,0.8,-1.4,-1.4,-1.7,2.5,2.1,3.0,0.1

[33] COc1ccc(CNC(=O)CSc2nnc(C)n2-c2ccc(F)cc2)cc1
[34] COC(=O)c1ccccc1SCc1csc(C)n1
[35] Clc1ccc(-c2nc3c4ccccc4ccn3c2CC2CCCCC2)cc1
[36] CCOC(=O)C1=C(C)C(c2ccc(OC)cc2OC)NC(=O)N1 (centres undefined)
[37] O=C(CSc1ccc(C(F)(F)F)cc1[N+](=O)[O-])Nc1ccc2ccccc2c1
[38] O=C(N/C(=C/c1cccc(Br)c1)c1nc(=S)[nH][nH]1)c1ccccc1
[39] CC(C)CC(=O)NC(=S)Nc1cccc(NC(=O)c2ccccc2)c1
[40] CC(=O)c1c(C)[nH]c(C(=O)OCc2ccc([N+](=O)[O-])cc2)c1C

Assay by compound,33,34,35,36,37,38,39,40
SMARCA2 activ,0.7,-0.3,1.0,1.0,-2.3,1.4,-2.8,-1.9
DAX1 inh-1,-0.1,0.7,.,0.2,-0.4,0.2,7.3*,-1.6
ssDAF-12 act,-1.7,-1.3,1.6*,-1.4,-1.3,-0.8,-1.6,-1.2
Rev-erbA mod,3.4,0.5,3.4,5.2,-2.9,7.1,-0.2,4.4
HGIII-sPLA2 inh,2.0,-2.6,4.1,11.8,4.5,-17.5,-6.8,-3.0
hcDAF-12 act,-0.8,-1.6,6.7*,-0.4,-1.3,0.5,-2.8,-1.3
PG9 binder,0.6,-2.3,-0.1,-0.3,1.8,-4.3,-1.6,-0.3
FXN GAA850 act,1.6,-1.6,.,-1.3,0.9,0.8,-0.2,0.6
DAX1 inh-2,-0.1,-0.2,1.4,0.0,0.1,-0.5,-1.2,-0.7
PLCb3 inh,3.2,2.7,-7.1,4.3,2.8,-23.1,1.6,0.1
hgDAF12 agonist,1.7,0.7,6.2,-1.4,1.4,0.1,-1.5,2.1

Assay outcomes from PubChem BioAssay.
